Assay outcomes as filed in PubChem BioAssay.
NCI-60 one-dose screen, 48 h, at 10 µM unless noted. Numbers give growth in % (100 = growth as untreated, 0 = no growth, -100 = all killed).
MDA-MB-231 = MDA-MB-231 breast cancer; actives 5% (n = 81,000); AID 1794789
BT-549 = BT-549 breast cancer. actives 4.4% (n = 78,000)
K-562 = K-562 leukemia. actives 7.4% (n = 78,000)
LOX IMVI = LOX IMVI melanoma | actives 7.4% (n = 79,000)
HS 578T = HS 578T breast cancer; actives 4.1% (n = 78,000)
T-47D = T-47D breast cancer; actives 5% (n = 79,000)
MDA-MB-468 = MDA-MB-468 breast cancer. actives 8.5% (n = 78,000). AID 2202374
MCF7 = MCF7 breast cancer | AID 1794796 | actives 6.3% (n = 82,000)
Numbers without * were called inactive; x = no result given; & = joins results of further samples. How the source made its calls: active means growth percent below 10; inactive means the rest.

SMILES | MDA-MB-231 | BT-549 | K-562 | LOX IMVI | HS 578T | T-47D | MDA-MB-468 | MCF7
C[C@H]1c2cccc(O)c2C(O)=C2C(=O)[C@]3(O)C(O)=C(C(N)=O)C(=O)[C@@H](N(C)C)[C@@H]3[C@@H](O)[C@@H]21 | 75 | 34 | 38 | 32 | 70 | 53 | 42 | 59
CCN(CC)S(=O)(=O)c1ccc(C(=O)O)cc1 | 97 | 86 | 108 | 97 | 102 | 103 | 98 | 87
CCCCOC(=O)c1ccc(N)cc1 | 93&89 | 94&88 | 92&87 | 56&88 | 105&105 | 75&92 | 126&103 | 96&96
CS(=O)(=O)N1CCc2c(-c3cnc(N)nc3)nc(N3CCOCC3)nc21 | 30 | -7.6* | 22 | 1.3* | x | -37* | -28* | 6.9*
NC(=O)NC(=O)Cc1ccccc1 | 103 | 91 | 97 | 94 | 130 | 110 | 109 | 104
O=C(O)/C=C\c1ccc(O)cc1 | 114 | 95 | 97 | 99 | 99 | 98 | 102 | 100
Cc1cc(O)c2c(c1)C(=O)c1cccc(O)c1C2=O | 110 | x | 56 | 93 | 83 | 42 | 29 | 80
O=C(Nc1ccc([N+](=O)[O-])cc1)Nc1ccc([N+](=O)[O-])cc1 | 95 | 104 | 81 | 92 | 115 | 77 | 95 | 88
Cc1nc(Nc2n[nH]c3c2CN(C(=O)N[C@H](CN(C)C)c2ccccc2)C3(C)C)c2sccc2n1 | -29* | -43* | 4.7* | -41* | x | -25* | -44* | -3.7*
[2H]c1nc(Nc2ncc3cc(C(=O)N(C)C)n(C4CCCC4)c3n2)c([2H])c([2H])c1N1C([2H])([2H])C([2H])([2H])NC([2H])([2H])C1([2H])[2H] | 51 | 89 | 53 | 40 | 67 | 53 | 89 | 47
CCCCCCCCCCCCCCC/C=C\C(=O)O | x | 82 | 103 | 94 | 100 | x | 99 | 93
O=c1[nH]ccc2cc(OC3CCNCC3)ccc12 | 81 | 92 | 84 | 108 | x | 119 | 100 | 98
Cn1cnc2c(F)c(Nc3ccc(Br)cc3F)c(C(=O)NOCCO)cc21 | 35 | 82 | 49 | 30 | x | 82 | 97 | 87
Nc1cc(=O)[nH]c(N)n1 | 105 | 100 | 100 | 96 | 88 | x | 99 | 100
COc1ccc2c(c1)c(-c1nnc(N)nc1-c1cn(C)c3ccc(F)cc13)cn2C | 76 | 104 | 85 | 89 | 94 | 83 | 71 | 77
Cc1cc(-c2cc(O)ccc2Cl)cc2nnc(Nc3ccc(OCCN4CCCC4)cc3)nc12 | -81* | -51* | -64* | -64* | x | -48* | -69* | -54*
C#C[C@]1(OC(C)=O)CCC2C3CCC4=C/C(=N/O)CCC4C3CC[C@@]21CC (stereo partly drawn) | 101 | 93 | 21 | 92 | 70 | 96 | 66 | 65
COc1ccc(C2CC(c3ccc(N(C)C)cc3)=NN2c2ccc(S(=O)(=O)NC(=O)NCc3ccccc3)cc2)cc1 (stereo not drawn) | 109 | 94 | 90 | 90 | 97 | 85 | x | 82
Nc1ccc(S(=O)(=O)NCc2ccccc2)cc1 | 105 | x | 102 | 97 | 96 | 102 | 98 | 93
OCC(O)CN1CCN(c2ccccc2)CC1 (stereo not drawn) | 108 | 114 | 101 | 99 | 108 | 104 | 110 | 104
c1ccc(CNCCNCc2ccccc2)cc1 | 118 | 107 | 98 | 110 | 114 | 103 | x | 93
Cc1oncc1C(=O)Nc1ccc(C(F)(F)F)cc1 | 100 | 90 | x | 85 | 112 | 103 | 113 | 93
O=C(/C=C/c1cccs1)c1ccc(Cl)nc1 | 116 | 101 | 97 | 102 | 105 | 97 | 103 | 68
CCCN(CCC)C(=O)C(CCC(=O)O)NC(=O)c1ccccc1 (stereo not drawn) | 127 | 102 | 97 | 99 | 109 | 107 | 106 | 100
COC(=O)Nc1nc2ccc(S(=O)c3ccccc3)cc2[nH]1 (stereo not drawn) | 68 | 78 | 30 | 65 | 62 | 89 | 34 | 44

In another format: results already given
Sequence of screens: MDA-MB-231 | BT-549 | K-562 | LOX IMVI | HS 578T | T-47D | MDA-MB-468 | MCF7
Cc1cc(O)c2c(c1)C(=O)c1cccc(O)c1C2=O
    110 | x | 56 | 93 | 83 | 42 | 29 | 80
O=C(Nc1ccc([N+](=O)[O-])cc1)Nc1ccc([N+](=O)[O-])cc1
    95 | 104 | 81 | 92 | 115 | 77 | 95 | 88
Cc1nc(Nc2n[nH]c3c2CN(C(=O)N[C@H](CN(C)C)c2ccccc2)C3(C)C)c2sccc2n1
    -29* | -43* | 4.7* | -41* | x | -25* | -44* | -3.7*
[2H]c1nc(Nc2ncc3cc(C(=O)N(C)C)n(C4CCCC4)c3n2)c([2H])c([2H])c1N1C([2H])([2H])C([2H])([2H])NC([2H])([2H])C1([2H])[2H]
    51 | 89 | 53 | 40 | 67 | 53 | 89 | 47
CCCCCCCCCCCCCCC/C=C\C(=O)O
    x | 82 | 103 | 94 | 100 | x | 99 | 93
O=c1[nH]ccc2cc(OC3CCNCC3)ccc12
    81 | 92 | 84 | 108 | x | 119 | 100 | 98
Cn1cnc2c(F)c(Nc3ccc(Br)cc3F)c(C(=O)NOCCO)cc21
    35 | 82 | 49 | 30 | x | 82 | 97 | 87
Nc1cc(=O)[nH]c(N)n1
    105 | 100 | 100 | 96 | 88 | x | 99 | 100
COc1ccc2c(c1)c(-c1nnc(N)nc1-c1cn(C)c3ccc(F)cc13)cn2C
    76 | 104 | 85 | 89 | 94 | 83 | 71 | 77
Cc1cc(-c2cc(O)ccc2Cl)cc2nnc(Nc3ccc(OCCN4CCCC4)cc3)nc12
    -81* | -51* | -64* | -64* | x | -48* | -69* | -54*
C#C[C@]1(OC(C)=O)CCC2C3CCC4=C/C(=N/O)CCC4C3CC[C@@]21CC (stereo partly drawn)
    101 | 93 | 21 | 92 | 70 | 96 | 66 | 65
COc1ccc(C2CC(c3ccc(N(C)C)cc3)=NN2c2ccc(S(=O)(=O)NC(=O)NCc3ccccc3)cc2)cc1 (stereo not drawn)
    109 | 94 | 90 | 90 | 97 | 85 | x | 82
Nc1ccc(S(=O)(=O)NCc2ccccc2)cc1
    105 | x | 102 | 97 | 96 | 102 | 98 | 93
OCC(O)CN1CCN(c2ccccc2)CC1 (stereo not drawn)
    108 | 114 | 101 | 99 | 108 | 104 | 110 | 104
c1ccc(CNCCNCc2ccccc2)cc1
    118 | 107 | 98 | 110 | 114 | 103 | x | 93
Cc1oncc1C(=O)Nc1ccc(C(F)(F)F)cc1
    100 | 90 | x | 85 | 112 | 103 | 113 | 93
O=C(/C=C/c1cccs1)c1ccc(Cl)nc1
    116 | 101 | 97 | 102 | 105 | 97 | 103 | 68
CCCN(CCC)C(=O)C(CCC(=O)O)NC(=O)c1ccccc1 (stereo not drawn)
    127 | 102 | 97 | 99 | 109 | 107 | 106 | 100
COC(=O)Nc1nc2ccc(S(=O)c3ccccc3)cc2[nH]1 (stereo not drawn)
    68 | 78 | 30 | 65 | 62 | 89 | 34 | 44

Other entries.
SMILES | MDA-MB-231 | BT-549 | K-562 | LOX IMVI | HS 578T | T-47D | MDA-MB-468 | MCF7
COC(=O)Nc1nc2ccc(C(=O)C3CC3)cc2[nH]1 | 23 | 75 | -15* | 35 | -18* | 57 | x | 4.0*
COc1ccc(F)c(F)c1C(=O)c1cnc(NC2CCN(S(C)(=O)=O)CC2)nc1N | 3.0* | -12* | 5.9* | 6.4* | x | -3.2* | -59* | 2.5*
Cc1ccc(COc2ccc(NC(=O)c3ccc4nc(NS(=O)(=O)c5ccc6ccccc6c5)sc4c3)cc2)cc1 | 90 | 105 | 55 | 88 | 87 | 57 | 86 | 82
CN1C(=O)CC(C)(c2ccccc2)C1=O (stereo not drawn) | 92 | 125 | 102 | 101 | 94 | 101 | 102 | 97
O=C1NC(=O)C(c2cnc3ccccn23)=C1c1cn2c3c(cc(F)cc13)CN(C(=O)N1CCCCC1)CC2 | 70 | 61 | 28 | 27 | x | 34 | 48 | 35
CC(/C=C/c1ccccc1)=N\OC(C)C(=O)NC(C)C (stereo not drawn) | 115 | 101 | 107 | 100 | 113 | 89 | 96 | 97
CN1CCN(c2cc3c(cc2F)c(=O)c(C(=O)O)cn3-c2ccc(F)cc2)CC1 | 109 | 92 | x | 85 | 100 | 100 | 110 | 104
CC(/C=C/c1ccc(Cl)cc1)=N\OCC(N)=O | 98 | 82 | 60 | 89 | 97 | 81 | 102 | 92
CN(C)CCC[C@@]1(c2ccc(F)cc2)OCc2cc(C#N)ccc21 | 85 | 114 | 119 | 99 | 97 | 99 | 94 | x
C#CC(=O)N(c1ccc(OC)cc1OC)C(C(=O)NCC(=O)OCC)c1cccs1 (stereo not drawn) | 22 | 70 | 3.2* | -79* | 21 | 38 | 20 | 49
O=C(Nc1cccc(Br)c1)Nc1ccc2nc(NS(=O)(=O)c3ccc4ccccc4c3)sc2c1 | 95 | 110 | 99 | 95 | 87 | 85 | 99 | 90
Cn1cc(C(=O)c2nc(-c3cn(C)c4ccccc34)no2)c2ccccc21 | 105 | 101 | 94 | 103 | 103 | 59 | 58 | 22
Cc1ccc([C@@H]2C[C@@H]3Cc4ccc5ccccc5c4N2O3)o1 | 86 | 97 | 105 | 99 | 106 | 89 | 83 | 97
COc1cc(C(=O)NCCCCCC(=O)O)cc(OC)c1OC | 108 | 108 | 106 | 93 | 119 | 103 | 91 | 96
O=C(Nc1ccc(OCc2ccc(C(F)(F)F)cc2)cc1)c1ccc2nc(NS(=O)(=O)c3ccc4ccccc4c3)sc2c1 | 84 | 109 | 65 | 94 | 84 | 69 | 97 | 75
COc1cc(N2CCC(N(C)C)CC2)ccc1Nc1ncc(Cl)c(Nc2ccccc2P(C)(C)=O)n1 | 5.5* | -14* | 12 | -60* | x | 56 | -38* | 33
C=CC(=O)Nc1cc2c(Nc3ccc(F)c(Cl)c3)ncnc2cc1OCCCN1CCOCC1 | 0.7* | -11* | 2.2* | -87* | x | -0.7* | -31* | 14

This is a subset; count on the stated rates, not on these rows.
